# Nrf2 activator: activators of Nrf2 (ARE) signaling. AREc32 ARE-luciferase reporter (MCF7-derived line), luminescence, 24 h. Potency, µM (doses to about 46.1 µM), inactives show at the highest dose activation, hits mostly activators. 0.31% of 410,000 active; note: potency is the fitted concentration of half-maximal effect; % of control where 0% means no effect; nearly all actives have a fitted effect of over 65% in size
#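 Luciferase luminescence (Steady-Glo, 30 min at room temperature) served as the read-out of ARE activation in AREc32 cells treated with compounds for 24 hr at 37 deg C.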
# IL-1B inflam inh: blocks inflammasome-driven IL-1 beta release; THP-1 LPS/ATP IL-1B secretion, AlphaLISA, 16 h; hits give low values; activity change, % at 57.5 µM; 4.7% of 360,000 active; AID 743279; in the data active = activity change below about -50%; inconclusive = mostly about -30% to -49%; note: % is set by controls: 0 for no effect and ±100 for the full control effect
#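 Secreted IL-1B measured by AlphaLISA bead assay after 16 h compound exposure of THP-1 cells; compounds (final up to 57.5 uM) added 1 h before LPS (250 ng/mL) and ATP (1.25 mM) stimulation; lower signal means less secretion.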
# Nrf2 block: blocks Nrf2 signaling | A549 ARE-Fluc reporter, luciferase luminescence, 18-24 h | Potency, µM (highest dose often 46 µM), without a hit: at the top dose activity change, negative = inhibition, usual class: inhibitors | 2.1% of 360,000 active | AID 504444; note: potency is the fitted concentration of half-maximal effect; % is set by controls: 0 for no effect and ±100 for the full control effect; nearly all actives have a fitted effect of over 60% in size
#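 Concentration-response testing used A549 ARE_Fluc cells at 5000 cells/well. Following an 18-24 h compound incubation, viability was read by fluorescence (Ex 405/Em 525) and luciferase output by luminescence.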
# S2 tox: cell viability loss in ATXN counter-screen | S2 cells (HEK-293 line with an ATXN2-luciferase reporter) viability, CellTiter-Fluor protease fluorescence, 24 h | Potency, µM (series often up to 56.7 µM), hits mostly cytotoxic | 0.49% of 400,000 active; note: potency is the fitted concentration of half-maximal effect; nearly all actives have a fitted effect of over 40% in size
# ATXN2 expr inh: reduces ATXN2 reporter expression in HEK-293 cells; HEK-293 ATXN2-luciferase reporter, luminescence, 24 h; Potency, µM (top dose mostly 57 µM), inactives show at the highest dose activity change, negative = inhibition, usual class: inhibitors; 0.72% of 360,000 active; AID 1745845; note: potency is the fitted concentration of half-maximal effect; % is set by controls: 0 for no effect and ±100 for the full control effect; nearly all actives have a fitted effect of over 55% in size
#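 qHTS (up to 57 uM final) was run with 24 h compound exposure of reporter cells at 37 °C. Each well was multiplexed: SteadyGlo luminescence measured ATXN2-luciferase expression after a fluorogenic Gly-Phe-AFC viability readout (25 uM final).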
# MCF10A rereplic: DNA re-replication induction in MCF 10a cells. Potency, µM (doses to about 46.1 µM), for the others: at the top dose activity, positive = re-replication, actives largely listed as activators. 2.9% of 350,000 active. MCF 10A DNA re-replication, Hoechst nuclear intensity, 48 h; note: potency is the fitted concentration of half-maximal effect; % of control where 0% means no effect; nearly all actives have a fitted effect of over 50% in size
# A549 viability: kills or reduces viability of A549 cells in Nrf2 counter-screen | A549 ARE-Fluc cells, CellTiter-Fluor viability, 18-24 h | Potency, µM (highest dose often 46 µM), inactives show at the highest dose activity change, negative = cytotoxicity, actives largely listed as inhibitors | 0.16% of 390,000 active | AID 504648; note: potency is the fitted concentration of half-maximal effect; % is set by controls: 0 for no effect and ±100 for the full control effect
#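 A549 ARE-Fluc cells in 5% FBS OPTI-MEM, 5000 cells/well, rested 2 h then exposed to compounds in concentration-response for 18-24 h at 37 °C. Viability by CellTiter-Fluor fluorescence (Ex 405/Em 525) after 30 min; luciferase luminescence (BugLite, 15 min, RT) read afterwards.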
# TGFb inhibitor: blocks TGF-b signaling; HepG2 CAGA-GFP TGF-b/SMAD3 reporter, GFP fluorescence, 18 h; TGF-beta stimulated, 500 pg/mL final; Potency, µM (titrated, usually from 46.1 µM), inactives show at the highest dose activity, negative = inhibition, hits mostly inhibitors; 1.2% of 410,000 active; AID 588855; note: potency is the fitted concentration of half-maximal effect; % is set by controls: 0 for no effect and ±100 for the full control effect; nearly all actives have a fitted effect of over 65% in size
#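 Inhibition was scored as loss of TGF-beta-induced (500 pg/mL final, 18 hours, 37 degrees C) GFP in HEPG2 cells carrying a CAGA-GFP reporter, in DMEM with 1% FBS. Well GFP was summed per cell; Activity was normalised to unstimulated and stimulated DMSO wells, then concentration-response fitting.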
# HepG2 tox: HepG2 cytotoxicity, counter-screen for TGF-b inhibitors | AID 588856 | Potency, µM (highest dose often 46.1 µM), for inactives: at the top dose activity change, negative = cytotoxicity, usual class: cytotoxic | HepG2 CAGA-GFP viability, ATP luminescence, 18 h | 0.76% of 410,000 active; note: potency is the fitted concentration of half-maximal effect; some results filed as inactive show a strong effect at the top dose
#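 HepG2 CAGA-GFP cells (1000/well, DMEM with 1% FBS) received compound, then TGF-beta at 500 pg/mL final, and were incubated 18 hours at 37 degrees C. Viability was read by CellTiter-Glo luminescence. Media-only wells were set as complete cell-killing and DMSO as no toxicity.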
# Starred values were filed as active, the others as inactive; i = inactive; ? = inconclusive; . = not tested or not shown; [ ] = another dose, or the depositor's remark. Unless noted, calls come from the whole dose curve; as a rule, active = well fitted curve in the direction sought with a large enough effect; inconclusive = small, poorly fitted or top-dose-only effect, or another doubt; inactive = no such curve, though single readings can be large; an effect the other way counts as inactive or inconclusive. Compounds were not picked by outcome; about 8.8% have a hit in one of these screens.
# The opening 3 records as a preview:
no.	compound	Nrf2 activator	IL-1B inflam inh	Nrf2 block	S2 tox	ATXN2 expr inh
1	Cc1c(Cl)cccc1NC(=O)NCc1ccncc1	-0.8%	0	16%	i	0%
2	Cc1ccc(-c2ccc(=O)n(Cc3cccc(Br)c3)n2)cc1	8.5%	-78*	-8%	i	-27%
3	Cc1csc(NC(=O)c2cc(C)oc2C)n1	5.0%	-23	.	i	27%

no.	MCF10A rereplic	A549 viability	TGFb inhibitor	HepG2 tox
1	-3%	1%	-2%	-1%
2	?	3%	0%	-3%
3	-8%	-1%	-2%	-43%

# The listing, repeating the preview:
no.	compound	Nrf2 activator	IL-1B inflam inh	Nrf2 block	S2 tox	ATXN2 expr inh
1	Cc1c(Cl)cccc1NC(=O)NCc1ccncc1	-0.8%	0	16%	i	0%
2	Cc1ccc(-c2ccc(=O)n(Cc3cccc(Br)c3)n2)cc1	8.5%	-78*	-8%	i	-27%
3	Cc1csc(NC(=O)c2cc(C)oc2C)n1	5.0%	-23	.	i	27%
4	COc1ccc(Cl)cc1-c1cc(C(=O)NCc2ccccc2)[nH]n1	6.8%	-11	.	i	-1%
5	COc1ccccc1CC(NC(C)=O)C(=O)NC1CCN(C(=O)Nc2cccc(F)c2)CC1 (stereo not given)	-1.6%	13	0%	i	-8%
6	CCOc1cc(CNC(C)(C)CO)cc(Br)c1OCc1ccc(Cl)cc1Cl	-2.7%	?	?	.	?
7	Cc1ccc[n+](C(C)C(=O)c2ccc(-c3ccccc3)cc2)c1 (stereo not given)	0.3%	?	-20%	i	?
8	COc1ccccc1Cc1c(C2CCCCC2)nc2ccc(Br)cn12	0.8%	0	.	.	0%
9	CCN(C(=O)CSc1nnc(-c2ccncc2)n1Cc1ccccc1)C1CCS(=O)(=O)C1 (stereo not given)	-0.5%	7	-2%	i	-7%
10	CCN(C(=O)COC(=O)/C=C/c1cnc2ccccc2n1)c1ccccc1	11%	-13	-19%	i	-19%
11	CCCC(=O)Nc1ccc(-c2nc3cc(C)c(C)cc3o2)cc1	-0.3%	-14	?	i	97%[activator]
12	CN1C(=O)Cc2cc(S(=O)(=O)CCC(=O)Nc3ccc(F)c(Cl)c3)ccc21	-0.5%	.	?	i	0%
13	CC(C)N(C(=O)CSc1cn(CC(=O)N2CCCCCC2)c2ccccc12)C(C)C	1.2%	.	-9%	.	.
14	CCNc1nc(N)nc(Oc2ccc(OCCOc3ccc(Cl)cc3Cl)nn2)n1	2.5%	-13	-12%	i	-26%
15	CCOc1ccc(CCNC(=O)CCn2c(=O)c3cccn3c3ccc(F)cc32)cc1OCC	0.4%	.	16%	.	.

no.	MCF10A rereplic	A549 viability	TGFb inhibitor	HepG2 tox
1	-3%	1%	-2%	-1%
2	?	3%	0%	-3%
3	-8%	-1%	-2%	-43%
4	.	.	-34%	-25%
5	-4%	-4%	29%	10%
6	6.5µM*	21%[1.84 µM]	?	13µM*
7	?	0%	-30%	-11%
8	.	.	?	-26%
9	3%	3%	-3%	0%
10	?	6%	-2%	-2%
11	5%	-8%	3%	-12%
12	.	17%	?	0%
13	.	-5%	13µM*	-24%
14	2%	-2%	2%	-30%
15	.	4%	-17%	-28%

# Continued:
no.	compound	Nrf2 activator	IL-1B inflam inh	Nrf2 block	S2 tox	ATXN2 expr inh
16	COc1cc(OC)c(Nc2nc3ccccc3c3nncn23)cc1Cl	6.9%	.	3%	i	2%
17	CC(C)(C)OC(=O)N1CCC(c2c(C(=O)N3CCN(Cc4ccccc4)CC3)cnn2-c2cccc(Cl)c2)CC1	-0.5%	.	?	.	.
18	C=CCOc1ccc(Br)cc1/C=C1/SC(=Nc2ccc(C(=O)O)cc2)NC1=O	-0.7%	0	-30%	i	13%
19	O=C(COC(=O)/C=C/c1ccccc1[N+](=O)[O-])NCC(F)(F)F	23%	21	13%	i	.
20	O=C(C1CCCCC1)N1C[C@H](n2cc(C3CC3)nn2)[C@@H](O)C[C@@H]1c1ccc(Cl)cc1	-0.3%	22	.	i	8%
21	COC(OC)c1ccnc(-c2ccc(OC(=O)c3cccs3)cc2)n1	-0.9%	-5	7%	i	.
22	O=C(c1ccc(S(=O)(=O)c2ccccc2Cl)c([N+](=O)[O-])c1)N1CCCCCC1	?	-73*	-16%	?	?
23	Cc1ccc(N2CC(C(=O)Nc3nnc(SCC(=O)N4CCOCC4)s3)CC2=O)cc1 (stereo not given)	-0.1%	14	-13%	i	-2%
24	CC(C)COc1ccc(CNC(=S)NCc2ccccc2)cc1	0.2%	10	?	?	?
25	O=C(Nc1ccccc1C(=O)N/N=C/c1ccc(F)cc1)c1ccccc1Br	0.9%	-4	3%	i	2%
26	Cc1ccc(C)c(S(=O)(=O)N2CCN(C(=O)CCNC(=O)c3ccc(Br)cc3)CC2)c1	-0.2%	-17	-16%	i	-10%
27	CC1CCN(CCCNC(=O)c2ccc3c(Cl)c4c(nc3c2)CCCC4)CC1	-2.4%	.	-4%	?	?
28	C[C@H](CO)N1C[C@H](C)[C@@H](CN(C)Cc2ccc(-c3ccccc3)cc2)Oc2ccc(NC(=O)Cn3cnnn3)cc2C1=O	2.2%	-7	0%	i	-5%
29	CC(=O)N1N=C(c2cccs2)CC1c1cccs1 (stereo not given)	3.2%	0	2%	i	33%
30	O=C(c1cccc(S(=O)(=O)Nc2ccc(F)cc2)c1)N1CCC1	-0.7%	24	-6%	i	-1%

no.	MCF10A rereplic	A549 viability	TGFb inhibitor	HepG2 tox
16	.	3%	0%	-6%
17	.	-10%	-11%	-1%
18	8.2µM*	-6%	3%	-3%
19	-2%	5%	-2%	0%
20	.	.	-12%	-10%
21	2%	1%	4%	-5%
22	?	-9%	?	-20%
23	6%	-10%	1%	3%
24	?	-19%	?	-35%
25	4%	0%	-8%	-31%
26	?	0%	-23%	0%
27	?	1%	-5%	-10%
28	5%	2%	2%	-36%
29	12%	3%	-5%	-4%
30	0%	0%	-3%	-38%

# Going on with the list:
no.	compound	Nrf2 activator	IL-1B inflam inh	Nrf2 block	S2 tox	ATXN2 expr inh
31	COc1ccc(-c2nnc(SC(C)C(=O)Nc3nccs3)n2Cc2ccccc2)cc1OC (stereo not given)	0.2%	5	?	.	.
32	O=c1oc2cc(OCCO)ccc2c2c1CCCC2	-0.2%	-15	-11%	i	10%
33	COc1cc2c(cc1OC)CN(C(=O)c1cc(C3CC3)nn1-c1ccccc1)CC2	-0.5%	-55*	-21%	i	-16%
34	Cc1ccc(C(=O)NC2CCN(C(=O)Nc3ccccc3)CC2)cc1	3.0%	-11	-5%	?	-5%
35	CCc1ccc(NC(=O)C/C(C)=N/NC(=O)COc2ccccc2C)cc1	4.1%	11	-31%	i	-1%
36	CCc1nc2ccccc2c(C(=O)OCC(=O)NCCCN2CCCC2=O)c1C	-0.4%	19	1%	i	1%
37	S=C(Nc1cccc(Cl)c1)Nc1ccc2cn[nH]c2c1	0.5%	-16	17%	?	34%
38	Cc1cccc2c1N(C)C(=O)C2=O	1.8%	40	-10%	i	-30%
39	Cc1nnc(SCc2ccc(Cl)cc2)nc1/C=C/N(C)C	-0.1%	3	7%	i	.
40	COc1ccccc1-n1ccn(CC(=O)Nc2ccc(C)cc2Cl)c(=O)c1=O	2.0%	-1	?	?	5%
41	COc1ccccc1NC(=O)CSc1nnc(NC(=O)C2CCC2)s1	-0.3%	14	-28%	i	-27%
42	O=C(Nc1ccc(Cl)c(Cl)c1)Oc1ccc(NC(=O)c2ccco2)cc1	3.4%	-88*	?	i	9%
43	CCCCNC(=O)Nc1nnc(C(C)(C)C)s1	2.3%	-2	-1%	i	-22%
44	Clc1ccc(CNc2ccc3nnc(-c4ccccc4)n3n2)cc1	-0.5%	-7	0%	i	-11%
45	CCOC(=O)N1CCN(C(=O)CCN2C(=O)/C(=C\c3ccccc3OC)SC2=S)CC1	1.1%	21	15%	i	2%

no.	MCF10A rereplic	A549 viability	TGFb inhibitor	HepG2 tox
31	10%	-12%	-41%	-9%
32	17%	-1%	1%	-3%
33	?	-15%	-23%	-29%
34	-10%	-11%	11%	1%
35	14%	0%	5%	-6%
36	-3%	1%	5%	1%
37	-1%	2%	19%	11%
38	?	0%	16%	-9%
39	18µM*	?	-20%	-28%
40	-3%	-9%	-20%	2%
41	12%	1%	?	-32%
42	?	?	?	-47%
43	-1%	1%	8%	-2%
44	-4%	4%	-14%	-38%
45	1%	-6%	1%	9%

# (listing goes on)
no.	compound	Nrf2 activator	IL-1B inflam inh	Nrf2 block	S2 tox	ATXN2 expr inh
46	O=C(Nc1ccc(F)cc1F)C1CCCN1S(=O)(=O)c1ccc(-c2ccc(=O)[nH]n2)s1 (stereo not given)	2.3%	-8	4%	i	-11%
47	FC(F)(F)c1nc(NCc2cccnc2)c2ccccc2n1	-1.7%	-3	?	i	3%
48	CCNc1cc2n(c(=O)n1)CCc1cc(OC)c(OC)cc1-2	5.4%	-12	?	i	22%
49	CCOc1ccccc1N1CCN(CC(O)COC2CCCc3ccccc32)CC1 (stereo not given)	0.7%	-15	-1%	i	-18%
50	CCN(c1ccc2c(c1)OCO2)S(=O)(=O)c1cc2c(cc1Br)CCN2C(=O)C1CC1	-0.4%	8	-22%	i	-18%
51	CC1=C(C)[N+](=O)C2CCCCC2N1[O-] (stereo not given)	0.2%	-9	2%	i	-6%

no.	MCF10A rereplic	A549 viability	TGFb inhibitor	HepG2 tox
46	10%	16%	-2%	-6%
47	-2%	3%	4%	-11%
48	5%	-4%	3%	-8%
49	16%	-19%	-19%	-12%
50	-3%	2%	9%	3%
51	3%	-2%	1%	-7%

# Source: PubChem
